Bioassay records: PubChem, several laboratories
GalR3 antag – antagonists of human GalR3. HEK293 GalR3-CNG cAMP membrane potential fluorescence; galR3 body fused to GalR1 C-terminus. inhibition, % at 3 µM. actives 0.44% (n = 360,000). AID 651719;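 active = inhibition above the screen-wide average plus 3 SD, cut at about 13% in these data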;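 note: forskolin and galanin both at EC90 stimulate the cells; cAMP rise reported by CNG channel membrane potential dye signal; 0% = forskolin plus galanin with DMSO and 100% = forskolin alone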
Target sequence (O60755 1-299 limits assumed): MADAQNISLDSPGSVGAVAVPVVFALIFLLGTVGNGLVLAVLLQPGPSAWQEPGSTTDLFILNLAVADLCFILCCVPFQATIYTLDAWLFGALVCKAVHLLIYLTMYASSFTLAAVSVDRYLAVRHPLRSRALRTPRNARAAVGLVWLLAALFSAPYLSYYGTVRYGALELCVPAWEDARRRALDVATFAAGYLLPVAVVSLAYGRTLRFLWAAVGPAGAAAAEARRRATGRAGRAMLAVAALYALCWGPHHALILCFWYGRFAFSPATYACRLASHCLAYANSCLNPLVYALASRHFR
CRFBP-R2 block – antagonists of CRF-binding protein/CRF-R2 receptor complex; HEK293 CRF-R2/CRF-BP, CRF-induced calcium fluorescence; inhibition, % at 11.8 µM; actives 0.59% (n = 350,000); AID 588475;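 active = inhibition of the ligand-induced calcium signal above about 50% at the single tested concentration, limit read from the data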
PHOSPHO1 inh – inhibitors of human PHOSPHO1 phosphatase. Q8TCT1. recombinant PHOSPHO1, absorbance phosphatase assay. inhibition, % at 13.3 µM. actives 1.1% (n = 290,000); in the data active = inhibition above about 60%
Target sequence (Q8TCT1 whole entry, looked up): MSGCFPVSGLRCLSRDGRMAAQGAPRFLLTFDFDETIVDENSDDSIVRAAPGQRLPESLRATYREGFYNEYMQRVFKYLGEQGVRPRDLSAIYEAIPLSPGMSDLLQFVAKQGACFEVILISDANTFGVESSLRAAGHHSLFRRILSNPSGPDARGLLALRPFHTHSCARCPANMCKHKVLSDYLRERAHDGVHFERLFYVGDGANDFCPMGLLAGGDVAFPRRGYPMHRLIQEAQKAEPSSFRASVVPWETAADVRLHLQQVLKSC
M4 PAM – positive allosteric modulators of human muscarinic M4 receptor | CHO-K1 hM4/Gqi5, Fluo-8 calcium fluorescence, ACh EC20; 0% = ACh EC20, 100% = maximal ACh | activation, % at 3 µM | actives 0.4% (n = 360,000);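 active = activation above its plate's cutoff, the mean activation of sample wells plus 3 SD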; note: some results filed as inactive read as strong as hits
Target sequence (P08173 whole entry, looked up): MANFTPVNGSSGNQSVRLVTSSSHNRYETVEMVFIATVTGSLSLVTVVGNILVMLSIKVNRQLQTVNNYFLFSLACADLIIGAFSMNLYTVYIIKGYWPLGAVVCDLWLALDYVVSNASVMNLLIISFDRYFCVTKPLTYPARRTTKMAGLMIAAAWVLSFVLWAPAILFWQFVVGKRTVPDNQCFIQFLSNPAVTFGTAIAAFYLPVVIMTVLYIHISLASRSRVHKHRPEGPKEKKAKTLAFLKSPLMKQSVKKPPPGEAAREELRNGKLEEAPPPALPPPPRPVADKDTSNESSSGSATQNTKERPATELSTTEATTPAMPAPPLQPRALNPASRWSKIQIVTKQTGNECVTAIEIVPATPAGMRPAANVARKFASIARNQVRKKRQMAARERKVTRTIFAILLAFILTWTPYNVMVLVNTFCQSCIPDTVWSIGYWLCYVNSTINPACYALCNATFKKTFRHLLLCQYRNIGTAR
CRFBP-R2 agonist – CRF-BP/CRF-R2 complex agonism. HEK293 CRF-R2/CRF-BP, calcium dye fluorescence (FLIPR); percent of saturating CRF peptide response. activation, % at 13.2 µM. actives 0.46% (n = 350,000);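 active = activation of at least 50%, plus an integration ratio under a set limit after plate pattern correction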;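 note: plate controls were neutral control wells without compound for no effect and CRF at EC100 for full effect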
IDE act – boosts human insulin-degrading enzyme activity in HEK cells. FAbeta-B cleavage, fluorescence polarization; 0% vehicle, 100% cell-free pure enzyme wells. actives 0.073% (n = 340,000). AID 493087. activation, % at 5.96 µM;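 active = activation above the mean of all tested compounds plus 3 SD, set per screening campaign, cut at about 17% in these data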
IDE inh – inhibits human insulin-degrading enzyme in HEK cells. FAbetaB cleavage, fluorescence polarization. actives 0.41% (n = 320,000). inhibition, % at 5.59 µM;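 active = percent inhibition above the average of all tested compounds plus 3 SD, set per screening campaign, cut at about 16% in these data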;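 note: IDE supplied by intact live HEK cells; FP after avidin binding of uncleaved biotin substrate so inhibition keeps polarization high; 0% = DMSO wells and 100% = 60 µM reference IDE inhibitor Ii1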
p-CIP stab down – compounds decreasing mouse p/CIP protein stability. Q05BA5. F442A p/CIP-EGFP cells, EGFP fluorescence, 16 h. decrease of EGFP signal, % at 10 µM. actives 0.01% (n = 290,000);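 active = EGFP signal decrease of at least 30% at 10 µM or well 3 SD below plate mean, unless failing retest; inactive = the rest, including hits failing retest or dose response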; note: some compounds called inactive have numbers as strong as hits; many of its hits are not listed in these tables
MEKK3 PB1 HTS – modulators (inhibitors or enhancers) of MEK5 binding to human MEKK3 PB1 domain; actives 1.4% (n = 290,000); binding response (% of control), % at 10 µM; bead-based flow cytometry, Alexa488-MEK5 binding to MEKK3; actives lie on both sides; 0 = blocked by unlabeled MEK5, 100 = vehicle; Q99759;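 active = binding response more than 3 SD above or below the average of its plate-row segment, actives on both sides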;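 note: Alexa488 bead fluorescence after subtracting the streptavidin-only scavenger bead signal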
Starred values were filed as active, the others as inactive; / = no result given.

1	O=C1Nc2ccc(F)cc2C12Nc1ccccc1-c1nnc(SCc3ccccc3)nc1O2 (stereo unspecified)
2	CCOC(=O)C1CCN(C(=O)c2ccc3nc(-c4ccc(OC)cc4)c(-c4ccc(OC)cc4)nc3c2)CC1
3	CC(C)CNC(=O)CSc1nc2nn(-c3ccccc3)c(=O)c-2c2n1CCCCC2
4	COc1ccc(-c2nnc(SCC(=O)N3CCCC3)o2)cc1
5	CC(C)(C)NC(=O)NC(=O)COC(=O)c1cccc(NS(=O)(=O)c2ccc(F)c(F)c2)c1
6	CC(C)(C)c1nn2cnnc2n(/N=C/c2ccc(O)cc2)c1=O
7	Cn1c(=O)c2c(nc(N/N=C/c3ccc(OC(=O)c4ccco4)cc3)n2Cc2ccc(F)cc2)n(C)c1=O
8	O=C(N[C@@H]1C/C=C\C[C@@H](CC(=O)N(CCO)Cc2ccccc2)C(=O)NC[C@H](c2ccccc2)OC1=O)OCC1c2ccccc2-c2ccccc21

Screen / compound no.	1	2	3	4	5	6	7	8
GalR3 antag	-5	-9	-4	-9	-2	3	-8	-4
CRFBP-R2 block	-4	10	11	6	-16	0	18	6
PHOSPHO1 inh	-5	24	6	22	12	7	6	/
M4 PAM	5	4	4	-1	7	9	4	7
CRFBP-R2 agonist	-0.1	3.9	-1.9	-0.1	-0.2	-0.5	-2.3	-1.4
IDE act	-5	7	6	2	3	3	4	-6
IDE inh	6	2	2	-1	6	-3	-5	10
p-CIP stab down	6	-6	-16	-8	-8	2	1	/
MEKK3 PB1 HTS	100	99	111	98	103	110	102	/

9	CCOC(=O)C(C)(C)Oc1cccc2c1S(=O)(=O)c1ccccc1-2
10	COC(=O)c1ccc(NC(=O)CSc2nc(C)cc(=O)[nH]2)cc1
11	CC1Cc2ccccc2N1CC(=O)Nc1cccc(S(N)(=O)=O)c1 (stereo unspecified)
12	O=C1CCCC2=C1C1c3ccccc3C(=O)N1c1ccc(C(=O)c3ccccc3)cc1N2 (stereo unspecified)
13	C/C=C/C(=O)OCC(=O)Nc1ccc(C)c(S(=O)(=O)N(C)C)c1
14	Cc1ccc(NC(=S)N(CCN2CCOCC2)Cc2cc3cc4c(cc3[nH]c2=O)OCCO4)cc1
15	COc1cc(Cc2cc(OC)c(O)c(OC)c2)cc(OC)c1O
16	N#C/C(=C\c1ccncc1)c1ccc(NC(N)=O)cc1

Screen / compound no.	9	10	11	12	13	14	15	16
GalR3 antag	-7	-3	-2	10	-2	-5	-1	-2
CRFBP-R2 block	0	-9	17	-2	12	-14	-1	23
PHOSPHO1 inh	/	-14	16	12	-7	3	/	32
M4 PAM	-6	-3	0	-14	-10	-5	-1	-9
CRFBP-R2 agonist	1.9	-1.6	-1.9	5.2	-2.1	-1.1	-0.6	-2.3
IDE act	5	0	0	4	5	4	/	5
IDE inh	1	0	1	-4	-5	4	/	3
p-CIP stab down	/	0	-3	6	-8	-4	/	0
MEKK3 PB1 HTS	/	101	109	88	100	111	/	106

17	O=C(N/N=C/c1c[nH]c2ccccc12)c1cccc([N+](=O)[O-])c1
18	C/C(O)=c1/c(=O)nc2cccc3c2=c1c1ccccc1c3=O
19	CCSc1nnc(-c2ccncc2)n1Cc1ccccc1
20	O=S1(=O)CCOC[C@H](Cc2ccccc2)N1Cc1ccc(Cl)cc1
21	CCOC(=O)N1CCC(NC(=O)CC2C(=O)NCCN2Cc2ccccc2)CC1 (stereo unspecified)
22	CCOc1cccc(C(c2c(C)n(C)n(-c3ccccc3)c2=O)c2c(C)n(C)n(-c3ccccc3)c2=O)c1OC
23	Cc1ccc(-n2ccnc(SCC(=O)NC3CCCC3)c2=O)cc1Cl
24	CCCC(=O)Nc1sc2c(c1C#N)CC(C)(C)NC2(C)C

Screen / compound no.	17	18	19	20	21	22	23	24
GalR3 antag	0	19*	-5	-3	1	-8	-2	-4
CRFBP-R2 block	-14	-12	-10	6	1	-2	3	9
PHOSPHO1 inh	-7	40	31	/	47	24	/	-8
M4 PAM	0	-1	4	0	-4	-7	19	0
CRFBP-R2 agonist	-1.0	2.6	-0.3	-2.8	2.8	0.9	1.1	-1.2
IDE act	4	5	1	4	6	2	-1	5
IDE inh	2	/	12	1	5	0	-2	1
p-CIP stab down	1	2	-2	/	-7	-1	/	13
MEKK3 PB1 HTS	101	99	101	103	106	110	/	98

Structures listed above shown as hits in GalR3 antag.
18	C/C(O)=c1/c(=O)nc2cccc3c2=c1c1ccccc1c3=O

Screen / compound no.	18
GalR3 antag	19*
CRFBP-R2 block	-12
PHOSPHO1 inh	40
M4 PAM	-1
CRFBP-R2 agonist	2.6
IDE act	5
IDE inh	/
p-CIP stab down	2
MEKK3 PB1 HTS	99

Following part.
25	CCOC(=O)c1c(C)[nH]c(C)c1S(=O)(=O)NCCCN1CCOCC1
26	C/C(=N\Nc1ccc(C(=O)O)cc1)c1ccc(Cl)s1
27	CCC(C)Oc1nc(C)cc(C)c1S(=O)(=O)c1ccccc1C (stereo unspecified)
28	CCO[C@H]1OC(C(=O)N2CCN(Cc3ccccc3)CC2)=C[C@@H](c2coc3ccccc3c2=O)[C@@H]1CCCO
29	COc1ccc(C(=O)NCCS(=O)(=O)NCc2ccc(C)cc2)cc1
30	CC(=O)OC1CC2(C)C(=O)CCC2C2CCc3cc(O)ccc3C12 (stereo unspecified)
31	COc1cccc(C2(O)CC(C(F)(F)F)=NN2C(=O)c2ccccn2)c1 (stereo unspecified)
32	CCO[C@H]1OC(C(=O)N2CCN(C)CC2)=C[C@@H](c2csc3ccccc23)[C@@H]1CCCO

Screen / compound no.	25	26	27	28	29	30	31	32
GalR3 antag	1	-12	1	-5	-2	-6	-7	-4
CRFBP-R2 block	-2	-3	12	0	-2	12	1	0
PHOSPHO1 inh	18	34	8	30	/	-6	37	20
M4 PAM	-1	-12	-1	-6	4	-1	-3	-2
CRFBP-R2 agonist	-1.2	-1.5	-1.0	-2.4	-1.7	0.0	-2.6	1.1
IDE act	3	0	2	0	4	2	4	5
IDE inh	3	-2	-5	4	8	1	3	2
p-CIP stab down	-9	-9	-10	-2	/	-8	-7	-4
MEKK3 PB1 HTS	100	101	111	93	/	98	99	106

33	CCN1CCN(C(=O)c2c(-c3c(F)cccc3Cl)noc2C)CC1
34	Cc1cccc(NC(=O)CSCC(=O)Nc2ccccc2C(=O)NC2CC2)c1
35	O=C(NNC(=O)c1ccc([N+](=O)[O-])cc1)c1ccc(Br)cc1
36	COc1ccc(S(=O)(=O)CCC(=O)N2CCN(c3ccccc3F)CC2)cc1
37	N/C(=N\OC(=O)Cc1ccccc1)c1ccncc1
38	O=[N+]([O-])c1cccc(-c2noc3c2-c2nc(Cc4cccc5ccccc45)sc2CC3)c1
39	CCN1CCN(Cc2ccc(NC(=O)Nc3cccs3)cc2)CC1
40	CSc1nc2ncncc2[nH]1

Screen / compound no.	33	34	35	36	37	38	39	40
GalR3 antag	-2	-3	6	-5	-6	-3	-4	-4
CRFBP-R2 block	-70	-3	-4	1	9	-4	-3	1
PHOSPHO1 inh	-56	/	28	-4	24	/	-9	/
M4 PAM	8	3	0	12	-5	1	-2	4
CRFBP-R2 agonist	-0.8	-1.3	-0.1	-0.8	-2.1	0.3	0.2	-0.9
IDE act	1	1	0	1	2	2	1	-1
IDE inh	-3	9	1	4	1	-2	2	/
p-CIP stab down	-1	/	-5	12	-8	/	-15	/
MEKK3 PB1 HTS	/	/	108	92	93	/	105	/

41	COc1ccc(S(=O)(=O)N2CC=C(c3ccccc3)CC2)cc1OC
42	O=C1[C@H]2[C@@H](c3ccc(C(F)(F)F)cc3)N[C@]3(CCCN(Cc4ccc(Cl)cc4)C3=O)[C@H]2C(=O)N1Cc1ccccc1
43	C/C(=N\NC(=O)c1cccc(Br)c1)c1cccnc1
44	COC(=O)c1c(NC(=O)C2CCCCC2C(=O)O)sc2c1CCCCC2 (stereo unspecified)
45	Cc1cc(NC(=O)C2CCN(S(=O)(=O)c3cnc[nH]3)CC2)ccc1Br
46	CN(C)S(=O)(=O)c1cc(NC(=O)Cn2ccsc2=N)ccc1Cl
47	C=CCNc1ncnc2c1cnn2-c1ccc(C)cc1C
48	COCCOC(=O)C1=C(C)NC(=O)NC1c1ccc(OC(=O)c2ccco2)c(OC)c1 (stereo unspecified)

Screen / compound no.	41	42	43	44	45	46	47	48
GalR3 antag	-6	-3	0	2	-3	-9	-1	-2
CRFBP-R2 block	31	-16	1	-8	-26	1	-12	6
PHOSPHO1 inh	/	/	1	37	-6	-27	8	-37
M4 PAM	0	5	2	-4	1	-3	8	-12
CRFBP-R2 agonist	-0.9	1.5	0.2	2.2	5.2	0.0	-0.8	-1.8
IDE act	/	/	3	2	-4	4	-4	4
IDE inh	/	/	/	-6	-2	2	-4	4
p-CIP stab down	/	/	-5	-1	-7	-6	5	-8
MEKK3 PB1 HTS	/	/	97	112	100	104	102	84

49	CC(=O)Nc1cccc(-c2cc(C)c3cc4c(cc3n2)OCO4)c1
50	Cc1sc(NC(=O)c2ccccc2)c(C(=O)c2ccccc2)c1C
51	Cc1cccc(C)c1NC(=S)N(Cc1cccs1)C1CCCC1
52	COc1ccc(N2C(=O)c3ccc(NC(C)=O)cc3C2=O)cc1
53	CCn1cc(/C=N\NC(=O)c2ccc(Cl)cc2)cn1
54	O=C(C1CCC(CNc2nc(=S)[nH]c3ccccc23)CC1)N1CCN(c2ccc(F)cc2)CC1 (stereo unspecified)
55	CCCCc1nc2sc3c(c2c(=O)n1NC(=O)c1ccco1)CC(C)(C)OC3
56	COc1ncc(-c2ccc3c(c2)S(=O)(=O)c2cccc(C(=O)O)c2C3=O)cn1

Screen / compound no.	49	50	51	52	53	54	55	56
GalR3 antag	-10	-2	-1	-5	-10	-6	-6	-4
CRFBP-R2 block	-6	-15	-17	6	14	1	5	2
PHOSPHO1 inh	18	3	-14	3	-9	-19	4	/
M4 PAM	-4	0	-5	-1	2	-6	-10	4
CRFBP-R2 agonist	3.4	0.5	-2.0	-0.2	0.6	0.2	-1.4	1.4
IDE act	1	-2	5	7	0	-1	6	4
IDE inh	/	2	0	-2	0	/	0	-2
p-CIP stab down	-7	0	3	8	-1	-2	-19	/
MEKK3 PB1 HTS	102	101	105	106	101	88	99	/

57	O=C(COC(=O)Cc1cccc(F)c1)NCCc1ccccc1
58	O=C1c2ccccc2C(=O)N1c1ccc(Br)c2cccnc12
59	COc1ccc(S(=O)(=O)N2CCC(C(=O)N[C@@H](C)C(=O)NCc3ccco3)CC2)cc1
60	O=C(Nc1ccnn1C1CCN(C2CCCC2)CC1)c1ccccc1Cl
61	COc1ccc(-n2cnc3cc(NS(=O)(=O)c4ccccc4)ccc32)cc1

Screen / compound no.	57	58	59	60	61
GalR3 antag	0	-2	-6	-5	0
CRFBP-R2 block	4	-1	-12	-1	10
PHOSPHO1 inh	/	32	/	-26	-13
M4 PAM	-2	2	5	4	2
CRFBP-R2 agonist	0.0	-1.2	-0.5	1.9	0.6
IDE act	1	-1	/	5	-1
IDE inh	-1	4	/	5	0
p-CIP stab down	/	11	/	12	11
MEKK3 PB1 HTS	/	98	/	105	108

In a second layout: 2 of the compounds above.
| nr | structure | GalR3 antag | CRFBP-R2 block | PHOSPHO1 inh | M4 PAM | CRFBP-R2 agonist | IDE act | IDE inh | p-CIP stab down | MEKK3 PB1 HTS |
| --- | --- | --- | --- | --- | --- | --- | --- | --- | --- | --- |
| 60 | O=C(Nc1ccnn1C1CCN(C2CCCC2)CC1)c1ccccc1Cl | -5 | -1 | -26 | 4 | 1.9 | 5 | 5 | 12 | 105 |
| 61 | COc1ccc(-n2cnc3cc(NS(=O)(=O)c4ccccc4)ccc32)cc1 | 0 | 10 | -13 | 2 | 0.6 | -1 | 0 | 11 | 108 |
